High-throughput results from PubChem BioAssay.
Bim-Bcl-2: human Bim-Bcl-2 interaction inhibition; Bead-based flow cytometry, Bim peptide-Bcl-2 binding; inhibition, % at 10 µM; hit rate 0.06% among 190,000; AID 950; in the data active = inhibition above about 40%; inconclusive = no clear call, values can overlap the other calls;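 also: 0% = no compound wells with probe peptide and 100% = reference peptide inhibitor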
Target sequence (P10415 whole entry, looked up): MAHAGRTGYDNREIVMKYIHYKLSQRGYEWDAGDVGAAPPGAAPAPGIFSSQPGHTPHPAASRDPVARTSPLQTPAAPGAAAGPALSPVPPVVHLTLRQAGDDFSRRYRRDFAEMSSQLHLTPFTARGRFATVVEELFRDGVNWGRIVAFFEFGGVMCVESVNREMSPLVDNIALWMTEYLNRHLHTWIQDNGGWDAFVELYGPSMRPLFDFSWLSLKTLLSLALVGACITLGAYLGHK
Mcl-1 Bim block: inhibitors of Bim-Mcl-1 interaction, human; hit rate 0.1% among 190,000; Bead-based flow cytometry, Bim peptide-Mcl-1 binding; inhibition, % at 10 µM; AID 1009; Q07820;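 also: 0% = no compound tracer wells and 100% = peptide blocker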
Mcl1-Noxa inh: Mcl-1/Noxa interaction inhibition | Q07820 | TR-FRET Mcl-1/Noxa peptide binding, 2 h | inhibition, % at 21.7 µM | hit rate 1.5% among 220,000 | AID 1022;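 active = compounds that cut the protein-peptide binding signal by more than 50% relative to plate controls in a single-dose test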;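 also: His-tagged Mcl-1 with rhodamine Noxa BH3 peptide and terbium anti-His antibody; 0% = Mcl-1 plus Noxa peptide wells and 100% = peptide-only wells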
Bfl-1 Bim block: inhibitors of Bim-Bfl-1 interaction, human; Bead-based flow cytometry, Bim-Bfl-1 binding inhibition; inhibition, % at 10 µM; hit rate 0.12% among 190,000; AID 1008;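 also: 0% = wells without compound plus tracer and 100% = blocker peptide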
Bim-Bcl-B: inhibitors of Bim-Bcl-B interaction, human. hit rate 0.073% among 190,000. bead-based flow cytometry, Bim peptide-Bcl-B binding. Q9HD36. inhibition, % at 10 µM;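 also: 0% = tracer peptide without compound and 100% = reference inhibitor peptide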
RGS8-Gao reg: regulators of human RGS8-Galphao interaction; multiplexed bead flow cytometry, RGS8-Galphao binding; actives lie on both sides; AID 1423; hit rate 0.34% among 220,000; response (percent of control binding), % at 10 µM; in the data active = response below about 60% or above about 140%; inactive = in between;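 also: Galphao activated as the GDP aluminium fluoride complex binding bead-coupled RGS8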
Target sequence (P09471 whole entry, looked up): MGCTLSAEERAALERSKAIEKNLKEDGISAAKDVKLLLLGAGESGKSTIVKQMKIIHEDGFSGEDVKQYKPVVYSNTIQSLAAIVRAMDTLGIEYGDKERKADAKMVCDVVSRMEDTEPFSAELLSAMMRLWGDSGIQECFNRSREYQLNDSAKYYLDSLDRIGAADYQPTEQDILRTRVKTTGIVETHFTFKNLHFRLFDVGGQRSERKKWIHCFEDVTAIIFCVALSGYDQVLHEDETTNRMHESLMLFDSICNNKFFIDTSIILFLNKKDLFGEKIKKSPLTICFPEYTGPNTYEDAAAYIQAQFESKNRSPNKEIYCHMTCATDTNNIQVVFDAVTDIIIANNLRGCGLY
RGS7-Gao: regulators of human RGS7-Galphao interaction; Multiplexed bead flow cytometry, RGS7-Galphao binding; actives lie on both sides; binding response (% of control), % at 10 µM; hit rate 0.35% among 220,000; AID 1439; in the data active = binding response below about 49% or above about 150%; inconclusive = no clear call, values can overlap the other calls; inactive = in between;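 also: fluorescent Galphao held in activated GDP-AlF4 state binding bead-coupled RGS7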
Mcl1-Bid inh: disrupts binding of human Mcl-1 to Bid peptide | TR-FRET Mcl-1/Bid-Dy647 peptide binding, 1536-well | hit rate 0.97% among 220,000 | inhibition, % at 21.7 µM | Q07820;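 active = compounds that cut the binding signal by more than half at the single screening dose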;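 also: His-tagged Mcl-1 with europium anti-His antibody binding Bid BH3 peptide; 0% = Mcl-1 plus peptide wells and 100% = peptide-only wells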
RGS4-Gao reg: modulates binding of RGS4 to human Galphao | P09471 | Multiplexed bead flow cytometry; actives lie on both sides | binding response (% of control), % at 10 µM | hit rate 0.33% among 220,000; in the data active = binding response below about 49% or above about 150%; inactive = in between;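 also: fluorescent Galphao activated with aluminum fluoride binding bead-coupled RGS4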
Bcl-XL Bim block: disrupts Bim peptide binding to human Bcl-XL | hit rate 0.04% among 190,000 | Q07817 | bead flow cytometry, fluorescence | AID 1007 | inhibition, % at 10 µM
Target sequence (Q07817 whole entry, looked up): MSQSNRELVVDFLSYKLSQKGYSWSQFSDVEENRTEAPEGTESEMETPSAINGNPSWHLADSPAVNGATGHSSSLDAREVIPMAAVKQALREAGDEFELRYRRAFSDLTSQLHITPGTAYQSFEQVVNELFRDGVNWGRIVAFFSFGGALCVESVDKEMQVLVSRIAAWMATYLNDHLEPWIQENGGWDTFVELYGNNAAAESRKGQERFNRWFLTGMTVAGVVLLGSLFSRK
Bim-Bcl-W: disrupts Bim peptide binding to human Bcl-W. bead-based flow cytometry. inhibition, % at 10 µM. hit rate 0.02% among 190,000. AID 952;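 also: 0% = bound tracer without compound and 100% = peptide blocker; higher means less fluorescent Bim peptide bound to Bcl-W beads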
Target sequence (Q92843 whole entry, looked up): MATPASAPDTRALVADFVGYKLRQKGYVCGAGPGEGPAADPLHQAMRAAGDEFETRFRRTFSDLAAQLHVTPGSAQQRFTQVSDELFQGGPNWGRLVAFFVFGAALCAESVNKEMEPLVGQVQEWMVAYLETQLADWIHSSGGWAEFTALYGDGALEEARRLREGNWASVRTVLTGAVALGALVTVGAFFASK
The depositor's hits bear a star; ? = inconclusive; nt = not tested or not shown. Rule as the data show it, unless noted: active = inhibition above about 40%.

SMILES	Bim-Bcl-2	Mcl-1 Bim block	Mcl1-Noxa inh	Bfl-1 Bim block	Bim-Bcl-B	RGS8-Gao reg	RGS7-Gao	Mcl1-Bid inh	RGS4-Gao reg	Bcl-XL Bim block	Bim-Bcl-W
COc1ccccc1CNC(=O)C[n+]1ccccc1	-7	-1	-6	-9	-8	100	101	-19	102	-6	0
CC(=O)Nc1ccc(Oc2cc(NC(C)=O)cc([N+](=O)[O-])c2)cc1	-1	0	4	-3	-4	100	98	-6	100	-1	-3
Cc1ccc(Cl)cc1-c1ccc(/C=N/n2cnnc2)o1	0	6	5	0	1	85	95	-10	98	1	0
CC(C)Cn1cc(C(=O)NCCCOC(C)C)c2c3ccccc3n(C)c2c1=O	-14	-5	-4	-16	-10	97	98	-14	97	-5	0
COc1ccc(-c2nc3cc(C)ccn3c2NCc2ccc3c(c2)OCO3)cc1	-6	-2	6	-6	-7	101	102	-61	99	-4	-1
COc1ccc(CSC2=CS(=O)(=O)c3ccccc3N2)cc1	-5	0	27	-4	-3	102	94	-11	98	-2	0
Cc1cccc(Oc2ncnc3oc(-c4ccccc4)cc23)c1C	-7	-2	-6	-12	-6	100	96	2	101	-3	-2
Cc1ccc2c(c1)c1c3n2CCCNC3CCC1 (centres undefined)	0	-6	2	-4	-5	118	101	63*	102	0	-5
CCOc1ccc(-c2cc(CCCC(=O)NCc3ccco3)no2)cc1	-3	0	15	-8	-6	99	101	-29	100	-5	1
N/C(=N\c1nc2ccccc2o1)NC(=O)c1ccccc1NC(=O)c1ccccc1	10	10	15	12	6	93	94	-4	98	8	7
CN(C)C=Nc1ncc2c3ccccc3n(CCN(C)C)c2c1C#N	-6	-7	16	-3	-4	100	99	-22	100	-3	-5
COC(=O)c1cc2cc(Cl)ccc2nc1SC	nt	nt	-9	nt	nt	101	?	-16	100	nt	nt
O=C(c1ccco1)N1CCN=C1SCc1cccnc1	-13	-9	9	-24	-11	102	99	-12	102	-11	-6
CC(C)N=C(NC#N)SCc1ccc(F)cc1	-16	-6	6	-21	-12	101	95	-16	101	-10	-9
O=C(c1ccccc1)N1CCN(c2ccccc2F)CC1	-9	0	12	-11	-9	96	93	-11	97	-8	0
CNC(=S)N/N=C/c1cc(C)n(-c2ccc(Cl)c(Cl)c2)c1C	-3	-3	-2	0	-9	103	101	-73	99	-8	-2
O=C(CCc1ccccc1)NNC(=O)c1ccc(NC(=O)c2ccccc2)cc1	-6	-14	-24	0	-16	77	85	-10	82	-11	-4
O=C(CSc1nnnn1-c1ccc(Cl)cc1)NC(=O)Nc1ccc2c(c1)OCCO2	-9	-7	-6	-23	-12	98	99	-17	100	-14	-7
C/C(=C\C(=O)c1ccc(Cl)cc1)Nc1ccc(N2CCOCC2)cc1	-6	-3	8	-5	-11	102	99	-14	102	-7	0
Cc1cc(/C=C(\C#N)C(=O)Nc2ccccc2)c(C)n1-c1cccnc1	-9	-6	12	-16	-9	101	102	-35	102	-7	-6
Cc1nc(-c2cccc(-c3noc(C)n3)c2)no1	-3	-1	-16	-3	-1	98	89	6	91	0	-1
CCCc1cc(=O)[nH]c(SCC(=O)Nc2nonc2N)n1	-10	-1	15	-15	-6	112	102	-28	108	-7	1
CCOC(=O)N1CCN(c2cccc(C)c2C)CC1	-2	-6	1	-2	-8	104	104	-3	97	0	-5
COc1ccc(C(=O)NC(=S)N2CCCCC2)cc1[N+](=O)[O-]	1	-8	8	2	-16	98	98	-44	88	-3	-2
CCOC(=O)c1ccc(NC(=O)C2CCCN(S(=O)(=O)c3ccc(F)cc3)C2)cc1 (centres undefined)	-3	0	5	0	-1	106	106	13	105	0	0
CCOc1ccc2ccccc2c1/C=N\NC(=O)OC	-2	-3	9	0	-4	101	104	-8	106	-7	-4
CN(C)c1ccc(/C=N/NC(=O)c2ccc3nc[nH]c3c2)cc1	nt	nt	16	nt	nt	98	?	-9	96	nt	nt
Cc1nc2c(-c3ccc(F)cc3)c(C)nn2c(C)c1CCC(=O)N1CCN(c2ccccc2)CC1	-9	0	8	-11	-6	101	97	-8	98	-1	3
CCCCn1c(N)c(Sc2ccc(Cl)cc2)c(=O)[nH]c1=O	-12	-5	13	-17	-10	106	104	-23	105	-9	0
COc1ccccc1/C=C/C(=O)Oc1cccc2cccnc12	0	-2	23	-5	-3	96	93	9	95	0	-1
Cc1ccc(S(=O)(=O)NCC2CCC(C(=O)O)CC2)cc1 (centres undefined)	-1	1	-1	-10	0	97	93	-6	96	-1	0
COc1ccc(NCc2nc3ccccc3n2CCOc2ccc(C)cc2)cc1	-3	-3	25	2	-4	78	86	-1	92	0	0
CSc1sc(C(=O)N(C)C)cc1S(=O)(=O)C(C)C	nt	nt	6	nt	nt	101	?	-33	102	nt	nt
CCOC(=O)c1sc2nc(CC(=O)OC)nc(N3CCN(c4ccc(OC)cc4)CC3)c2c1C	-4	-4	6	0	-3	102	98	-40	112	0	0
C[C@@H](C[C@@H](O)[C@H](O)C(C)(C)O)[C@@H]1CC[C@]2(C)C3=CC[C@H]4C(C)(C)C(=O)CC[C@]4(C)[C@H]3CC[C@@]12C	-2	-2	9	0	-2	102	101	18	100	-1	0
Cc1cc2nnc(SCC(=O)Nc3cc(S(=O)(=O)N4CCOCC4)ccc3Cl)n2c2ccccc12	-10	4	-180	-8	-6	101	103	-88	99	-2	1
O=C(O)C12CC3CC(C1)CC(n1ncc(NCc4ccccc4)c(Cl)c1=O)(C3)C2	-1	0	10	0	-1	102	103	0	103	-3	-1
N#CCCn1ccc(NC(=O)c2ccc(Cl)cc2)n1	0	-2	-12	0	-2	95	94	-15	96	3	1
O=C(c1ccc(C(F)(F)F)cc1)C1CCCN(C(=O)CCN2CCCO2)C1 (centres undefined)	-5	-3	5	-8	-2	102	104	-24	103	-2	-3
CCOC(=O)c1cccc(NC(=O)Cn2c(CC(=O)N3CCCC3)nc3ccccc32)c1	1	-5	-16	-4	-2	96	94	-2	94	-8	-3
Nc1nc(Cl)cc(N2CCC(c3cc(-c4ccc(Cl)cc4Cl)n[nH]3)CC2)n1	0	1	66*	2	-1	97	99	-4	96	0	0
CN(C)CCCNC(=O)Cc1ccc(Br)cc1	-14	-5	7	-23	-10	99	99	-4	100	-10	-2
CC(=O)Nc1ccc(NC(=O)Cc2ccc(F)cc2)cc1	-2	-1	7	-3	-2	97	94	-26	101	-3	0
O=C(Nc1ccc2oc(-c3ccccc3)nc2c1)c1ccc2c(c1)OCCO2	-1	-2	-5	0	-3	99	98	11	101	-3	-1
Cc1ccc(Cl)c(NC(=O)CN2CCN(C=O)CC2)c1	0	0	-13	-3	1	100	99	-11	101	0	0
O=C1N2c3ccccc3CCc3cccc(c32)C1(O)C(F)(F)F (centres undefined)	-6	1	-9	-10	-9	101	101	-9	103	-3	1
O=C(NNC1CC(=O)N(c2ccc3c(c2)OCCO3)C1=O)c1ccccc1 (centres undefined)	-6	0	nt	-12	-3	104	101	-22	101	-2	2
O=C(Nc1ccccc1F)c1cc2c(s1)-c1ccccc1S(=O)(=O)C2	nt	nt	9	nt	nt	97	?	-11	93	nt	nt

5 compounds from above, ordered by heavy-atom count, low to high.
SMILES	Bim-Bcl-2	Mcl-1 Bim block	Mcl1-Noxa inh	Bfl-1 Bim block	Bim-Bcl-B	RGS8-Gao reg	RGS7-Gao	Mcl1-Bid inh	RGS4-Gao reg	Bcl-XL Bim block	Bim-Bcl-W
N#CCCn1ccc(NC(=O)c2ccc(Cl)cc2)n1	0	-2	-12	0	-2	95	94	-15	96	3	1
Cc1ccc(Cl)c(NC(=O)CN2CCN(C=O)CC2)c1	0	0	-13	-3	1	100	99	-11	101	0	0
O=C(Nc1ccccc1F)c1cc2c(s1)-c1ccccc1S(=O)(=O)C2	nt	nt	9	nt	nt	97	?	-11	93	nt	nt
Nc1nc(Cl)cc(N2CCC(c3cc(-c4ccc(Cl)cc4Cl)n[nH]3)CC2)n1	0	1	66*	2	-1	97	99	-4	96	0	0
O=C(O)C12CC3CC(C1)CC(n1ncc(NCc4ccccc4)c(Cl)c1=O)(C3)C2	-1	0	10	0	-1	102	103	0	103	-3	-1

Other results.
SMILES	Bim-Bcl-2	Mcl-1 Bim block	Mcl1-Noxa inh	Bfl-1 Bim block	Bim-Bcl-B	RGS8-Gao reg	RGS7-Gao	Mcl1-Bid inh	RGS4-Gao reg	Bcl-XL Bim block	Bim-Bcl-W
COc1ccc(N2CCN(CCCNC(=O)C3CCN(S(=O)(=O)N4CCOCC4)CC3)CC2)cc1	4	6	-5	4	1	122	101	-28	106	-1	0
Cc1ccccc1CNc1nc(N)n(-c2ccccc2)n1	-5	0	19	-11	-9	100	103	4	101	0	0
Fc1ccc(CSc2nncn2NCc2ccccc2)cc1	0	2	-29	-2	-4	104	108	-6	110	-4	-1
O=S(=O)(Nc1nc2ccccc2nc1NCCO)c1cccc(Cl)c1	0	-1	-3	0	-2	98	92	24	93	-1	0
CC(C)Cc1nc2oc3c(NCc4cccnc4)ncnc3c2c2c1CCC2	0	0	-4	3	0	110	106	10	107	-2	-2
Cc1nnc(SCC(=O)Nc2cc(C(F)(F)F)ccc2N2CCOCC2)o1	-12	-1	-13	-8	-11	103	105	-13	105	-2	-1
Cc1ccc2cccc(N=Cc3c(C)[nH]n(-c4ccccc4)c3=O)c2n1	-3	21	-14	3	3	90	95	-66	95	1	9
O=C(CSc1nc2ccccc2n1CC(=O)N1CCOCC1)N1CCCC1	3	2	-10	-1	-5	105	103	5	105	-2	2
O=C(CCCN1C(=O)c2cccc3cccc(c23)C1=O)N1CCN(c2ccccn2)CC1	23	26	15	24	16	97	99	6	99	31	21
COc1ccc(S(=O)(=O)NC2(C(F)(F)F)N=C(c3ccccc3)NC2=O)cc1 (centres undefined)	0	0	8	0	-6	103	111	6	109	-4	-3
O=C(CNC(=S)N(CCCN1CCOCC1)Cc1cccs1)NC1CCCCCCC1	1	0	25	-8	-3	106	104	-23	102	-4	-3
COc1ccc2oc(=O)c(C(=O)O)cc2c1	-2	0	11	0	-2	103	103	18	102	0	-2
COc1cc(C(=O)NC(=S)N(CCc2ccccc2)CCc2ccccc2)cc(OC)c1OC	0	-1	-46	-1	-2	98	95	-51	96	-5	-1
CC1CCCC(C)N1NC(=O)c1ccc(Cl)c(S(N)(=O)=O)c1 (centres undefined)	-5	-4	-7	-3	-1	97	103	-7	106	1	-2
COc1ccccc1NC(=O)c1cc(C)oc1C	-1	-2	-6	-9	-8	102	?	-10	105	-3	-8
O=C(Oc1cccc(-c2cnc3ccccc3n2)c1)c1ccco1	-1	-3	-21	0	-3	105	106	-16	107	-3	-2
Cc1ccc(NC(=O)C2CCCN2C(=O)Oc2ccccc2)c(C)c1 (centres undefined)	0	5	-1	0	0	101	102	-19	101	0	2
O=C(O)c1ccc(CSCc2ccco2)cc1	-12	-4	nt	-13	-11	101	101	-22	101	-15	-2
O=C(O)CCC(=O)Nc1nc2nc(-c3ccccc3)cc(-c3ccccc3)n2n1	0	-5	26	1	1	106	103	16	106	1	0
CC1=C(C(=O)OCCc2ccccc2)C(c2ccsc2)NC(=O)N1C (centres undefined)	-4	-6	1	-1	-7	103	102	-35	101	-6	-4
CC(=O)Oc1oc(-c2ccccc2)nc1/C=N/c1ccccn1	-10	-5	25	-8	-10	95	97	3	96	-2	0
O=C(CSc1ncnc2nc[nH]c12)N1CCN(c2ccc(Cl)cc2)CC1	5	4	16	5	2	88	82	-38	81	5	9
Cc1ccc(S(=O)(=O)NC(C)(C)CSc2nnc(N)s2)cc1	-6	5	2	-3	-5	103	107	-5	108	0	1
